APE1 inh = qHTS Assay for Inhibitors of the Human Apurinic/apyrimidinic Endonuclease 1 (APE1). DNA repair nuclease/redox regulator APEX1 (Homo sapiens), P27695. Potency, µM (top dose mostly 65.8 µM), for inactives: top-dose activity change, negative = inhibition, actives largely listed as inhibitors. AID 2517, 2012. 0.35% of 350,000 active. recombinant APE1, TAMRA/BHQ-2 abasic DNA cleavage fluorescence;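 also: potency is read from the fitted curve at half-maximal effect; plate controls were vehicle for no effect and reference inhibitor for full effect; nearly all actives have a fitted effect of over 55% in size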
Target sequence (P27695 whole entry, looked up): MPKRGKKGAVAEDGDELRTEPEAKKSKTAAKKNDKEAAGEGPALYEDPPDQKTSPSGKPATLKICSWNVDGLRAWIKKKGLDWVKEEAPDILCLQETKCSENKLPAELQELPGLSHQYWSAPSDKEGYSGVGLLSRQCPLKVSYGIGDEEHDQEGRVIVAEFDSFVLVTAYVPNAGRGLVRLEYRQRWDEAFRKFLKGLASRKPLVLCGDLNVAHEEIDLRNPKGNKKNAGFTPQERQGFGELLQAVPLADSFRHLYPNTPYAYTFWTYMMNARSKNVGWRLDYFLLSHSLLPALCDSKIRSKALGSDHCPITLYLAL
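Measures dequenching upon AP-site incision of a 5'-TAMRA/3'-BHQ-2 THF-containing duplex, 50 nM; human APE1 0.75 nM after 15 min room-temperature exposure to compound; kinetic three-point read at one-minute spacing.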
POLH inh = qHTS for Inhibitors of Polymerase Eta; DNA polymerase eta (Homo sapiens), Q9Y253; recombinant Pol eta, fluorescent DNA replication assay; Potency, µM (titrated, usually from 114 µM), without a hit: at the highest dose activity change, negative = inhibition, hits mostly inhibitors; 1.2% of 390,000 active; AID 588591, 2011; also: potency is read from the fitted curve at half-maximal effect; % is scaled to controls: 0 for no effect and ±100 for the full control effect
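Pol eta at 10 nM preincubated with compounds 15 min at room temperature; reaction started with fluorescent substrate (50 nM final) and read kinetically at 0 and 10 min.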
ERG Ets-DNA blk = qHTS for Small Molecule Inhibitors of the ERG Ets/DNA interaction | 0.028% of 370,000 active | AID 624246, 2012 | fluorescence polarization, His-ERG Ets domain / labelled DNA | Potency, µM (top dose mostly 76.9 µM), for inactives: top-dose FP activity, negative = inhibition, hits mostly inhibitors; active = well fitted inhibition curve with a large enough effect in the polarisation, with a control signal flat; inconclusive = small, poorly fitted or top-dose-only effect, or effect the other way, or a change in a side signal; inactive = no such curve, though single readings can be large or run the other way; the % refers to the polarisation;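 also: polarization taken with two DNA probes labelled with fluorescein and Texas red; potency is read from the fitted curve at half-maximal effect; % of control where 0% means no effect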
Target sequence (P11308 whole entry, looked up, the tested form may be a part): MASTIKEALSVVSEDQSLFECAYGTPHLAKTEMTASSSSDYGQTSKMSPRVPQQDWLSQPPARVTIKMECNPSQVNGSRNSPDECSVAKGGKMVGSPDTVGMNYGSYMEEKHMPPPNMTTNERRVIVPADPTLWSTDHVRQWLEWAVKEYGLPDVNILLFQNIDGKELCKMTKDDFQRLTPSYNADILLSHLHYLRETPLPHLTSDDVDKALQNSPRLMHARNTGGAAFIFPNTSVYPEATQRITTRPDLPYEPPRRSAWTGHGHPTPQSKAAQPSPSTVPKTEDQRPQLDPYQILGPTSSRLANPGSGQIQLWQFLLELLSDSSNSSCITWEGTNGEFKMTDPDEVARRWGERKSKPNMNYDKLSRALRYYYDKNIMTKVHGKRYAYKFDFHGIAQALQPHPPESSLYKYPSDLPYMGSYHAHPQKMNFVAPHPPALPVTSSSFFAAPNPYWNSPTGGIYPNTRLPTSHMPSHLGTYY
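His-tagged ERG Ets domain (1 uM in the protein solution; 300mM KCl, 50mM Tris-HCl, 1mM EDTA, 1mM DTT, pH 7.5) received compound, then a probe mix of 5 nM fluorescein-DNA and 100nM Texas-615-DNA. Fluorescence polarization was read for both dyes.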
RGS4 inhibitor = Inhibitors of Regulator of G Protein Signaling (RGS) 4: qHTS. Transcreener GDP fluorescence polarization, RGS4-accelerated GTP hydrolysis. Potency, µM (highest dose often 114 µM), inactives show at the highest dose activity change, negative = inhibition, hits mostly inhibitors. 0.039% of 390,000 active. AID 504845, 2011; also: potency is read from the fitted curve at half-maximal effect; % is scaled to controls: 0 for no effect and ±100 for the full control effect; nearly all actives have a fitted effect of over 75% in size; some results filed as inactive show a strong effect at the top dose
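MLSMR compounds (23 nl, pin-transferred) preincubated 10 min at room temperature with a 500nM (2x) first reagent, then RGS4 at 900nM (2x) plus Transcreener GDP mix added; fluorescence polarization (620/688 nm) read before and after 90 min at 30 °C.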
LDHA inh = qHTS assay for inhibitors of human lactate dehydrogenase. activity change, % (values are at about 110 or 230 µM). 0.15% of 480,000 active. purified LDHA, NADH/diaphorase-resazurin fluorescence; active compounds read low. L-lactate dehydrogenase A chain (Homo sapiens), P00338; in the data active = activity change below about -30%; inconclusive = mostly about -25% to -30%;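 also: plate controls were DMSO wells for no effect and wells without enzyme for full effect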
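LDH5 2 nM; NADH 0.06 mM, pyruvate 0.2 mM; 200 mM Tris pH 7.4, EDTA, Tween-20; 5 min RT. Detection: diaphorase 0.133 mg/mL + resazurin 37 µM, fluorescence ex540/em590 at 0 and 20 min; normalized to enzyme-free and DMSO wells.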
Pol kappa inh = qHTS for Inhibitors of Polymerase Kappa; DNA polymerase kappa (Homo sapiens), Q9UBT6; purified Pol kappa, fluorescent DNA synthesis assay, 10 min; 0.53% of 400,000 active; Potency, µM (highest dose often 107 µM), for inactives: top-dose activity, negative = inhibition, most hits filed as inhibitors; also: potency is read from the fitted curve at half-maximal effect; % is scaled to controls: 0 for no effect and ±100 for the full control effect
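Pol kappa 10 nM + cpd, 15 min RT; start w/ substrate 50 nM final; fluorescence kinetic read, 0 and 10 min. Neg ctrl: buffer, no enzyme.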
12-LOX inh = Primary qHTS assay for inhibitors of human arachidonate 12S-lipoxygenase (ALOX12): Round 2; Polyunsaturated fatty acid lipoxygenase ALOX12 (Homo sapiens), P18054; purified 12hLO, xylenol orange hydroperoxide absorbance; Potency, µM (doses to about 108 µM), without a hit: at the top dose activity change, negative = inhibition, actives largely listed as inhibitors; 1.1% of 580,000 active; AID 1671190, 2021; also: potency is read from the fitted curve at half-maximal effect; % is scaled to controls: 0 for no effect and ±100 for the full control effect
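Hydroperoxide product was detected by ferrous iron/xylenol orange as the 573 to 405 nm absorbance ratio. Arachidonic acid at 40 uM (final) was turned over for 30 min at room temperature by 150 nM human 12hLO, pH 7.0 Hepes buffer, after 15 min compound preincubation.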
POLB inh = qHTS Assay for Inhibitors of DNA Polymerase Beta. P06746. Pol beta primer extension/strand displacement, fluorescence kinetic. 1.3% of 340,000 active. Potency, µM (titrated, usually from 114 µM), without a hit: top-dose activity change, negative = inhibition, most hits filed as inhibitors; also: potency is read from the fitted curve at half-maximal effect; % is scaled to controls: 0 for no effect and ±100 for the full control effect
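Preincubation: enzyme (10 nM) with compound, 15 min, RT. Reaction: substrate added to 50 nM final. Reads: 0 and 10 min. Analysis: normalized, Hill fit.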
Anesthetic bind = qHTS Assay for Identification of Novel General Anesthetics; Ferritin light chain (Equus caballus), P02791; Potency, µM (series often up to 77.5 µM), for the others: at the top dose activity change, negative = displacement, usual class: inhibitors; 0.074% of 350,000 active; apoferritin/1-aminoanthracene competitive binding, fluorescence; also: potency is read from the fitted curve at half-maximal effect; % is scaled to controls: 0 for no effect and ±100 for the full control effect; nearly all actives have a fitted effect of over 20% in size
Target sequence (P02791 2-175 limits assumed): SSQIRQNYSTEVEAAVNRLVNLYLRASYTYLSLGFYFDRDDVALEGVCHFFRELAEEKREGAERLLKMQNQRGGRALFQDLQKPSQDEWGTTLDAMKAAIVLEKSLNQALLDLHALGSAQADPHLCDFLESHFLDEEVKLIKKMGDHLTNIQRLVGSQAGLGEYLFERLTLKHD
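Horse-spleen apoferritin (10 uM) in 50% saturated 1-aminoanthracene in PBS was incubated 10 min at room temperature with compound. Fluorescence (ex 380, em 535 nm) was normalized to free and bound 1-AMA, with concentration-response fitted by a four-parameter Hill equation.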
* marks the source's active call; other numbers are inactive results; ? = inconclusive; . = no result given; & = joins results of further samples; [ ] = remark or other dose. Unless noted, calls follow the shape of the dose curve; as a rule, active = well fitted curve in the direction sought with a large enough effect; inconclusive = small, poorly fitted or top-dose-only effect, or another doubt; inactive = no such curve, though single readings can be large; an effect the other way counts as inactive or inconclusive. Not all compounds are listed, so the mix of outcomes need not match the whole.

(1) COc1ccccc1N1CCN(C(c2cccs2)C(C)NC(=O)c2ccncc2)CC1 (centres undefined)
(2) Cc1ccc(S(=O)(=O)Nc2ccc(S(=O)(=O)N3CCCC3)cc2)cc1
(3) COc1ccccc1NC(=O)c1cnn(-c2ccccc2)c1-n1cccc1
(4) CC(C)Oc1cccc(-c2cc(C(=O)N3CCN(c4ncccn4)CC3)c3ccccc3n2)c1
(5) COC(=O)c1ccc(-c2nc3cc(Cl)c(N)cc3s2)cc1
(6) CCC1CCCCN1C(=O)COC(=O)c1ccc(S(=O)(=O)N2CCOCC2)cc1 (centres undefined)
(7) CCOC(=O)c1ccc(S(=O)(=O)N2CCN(C(=O)c3nn(C)c(=O)c4ccccc34)CC2)cc1
(8) Cc1cc(-c2ccc(S(=O)(=O)N3CCN(c4ccc(F)cc4)CC3)s2)on1
compound no. | 1 | 2 | 3 | 4 | 5 | 6 | 7 | 8
POLB inh | ? | -19% | 0% | -4% | 10% | -25% | 30%[activator] | 13%
Pol kappa inh | 1% | -21% | -16% | . | -6% | -3% | -12% | 15%
APE1 inh | -1% | -3% | . | -3% | 14% | -3% | 9% | 47%[activator]
LDHA inh | -9 | 2 | -9 | 2 | 27 | -1 | -17 | 0
12-LOX inh | 0% | 380%[activator] | -15% | 19%&0% | -21% | 0% | -14% | -3%
POLH inh | -2% | -2% | -8% | . | -20% | -4% | -11% | -8%
RGS4 inhibitor | 16% | 23% | 14% | . | -1% | -9% | -7%[56.9 µM] | -13%[11.4 µM]
ERG Ets-DNA blk | -12% | -2% | -1% | . | -14% | -9% | -2% | -2%
Anesthetic bind | -7% | ? | 40%[activator] | ? | 14% | -20% | ? | -15%

(9) O=C(O)CC(NC(=O)Cc1ccc(Cl)cc1)c1ccco1 (centres undefined)
(10) CS(=O)(=O)NN1C(=O)c2ccccc2NC1c1cc2ccccc2nc1Cl (centres undefined)
(11) CCC1CCCCN1CCCNC(=O)CNC(=O)Cn1ccc2ccccc2c1=O (centres undefined)
(12) COc1ccc(C2=Nc3ccc(Br)cc3C(c3ccccc3)N2CC(=O)NN)cc1 (centres undefined)
(13) Cc1c(N2C(=O)/C(=C\c3cccc4ccccc34)SC2=S)c(=O)n(-c2ccccc2)n1C
(14) Cn1c(CNC(=O)C(Cc2ccccc2)NC(=O)c2cccc(F)c2)cc(=O)n(C)c1=O (centres undefined)
(15) CCOc1cc(C2C(C(=O)N3CCOCC3)=C(C)NC3=C2C(=O)CCC3)ccc1O (centres undefined)
(16) CCC(CC)NC(=O)CSc1nnc(-c2c[nH]c3ccccc23)o1
compound no. | 9 | 10 | 11 | 12 | 13 | 14 | 15 | 16
POLB inh | 32% | -5% | 18% | 3% | -2% | 0% | 0% | 7%
Pol kappa inh | -12% | 9% | 2% | -6% | -8% | -6% | 0% | -9%
APE1 inh | 15% | 4% | -2% | 10% | -1% | -12% | -8% | -3%
LDHA inh | -7 | -3 | -1 | -8 | -5 | 0 | 3 | -4
12-LOX inh | -11% | -7% | -24% | -4% | -6% | 15% | -12%[57.4 µM] | 3%
POLH inh | 12% | -9% | -13% | -13% | -1% | 1% | 10% | -15%
RGS4 inhibitor | 16% | 3%[11.4 µM] | -6% | 4% | 29% | -22%[56.9 µM] | -9% | -17%
ERG Ets-DNA blk | 1% | -4% | -8% | . | -1% | 2% | . | -13%
Anesthetic bind | 1% | -2% | -7% | -14% | -11% | 1% | -16% | -14%

(17) COc1ccc(CN(C)CC(O)COC(c2ccccc2)c2ccccc2)c(OC)c1OC (centres undefined)
(18) Cc1ccc(N2C(N)=C(C#N)C(c3cccnc3)C3=C2CC(C)(C)CC3=O)cc1 (centres undefined)
(19) Cc1ccc(C(=O)OCc2nnc(-c3ccccc3)o2)s1
(20) Cc1cc(N2CCN(C)CC2)nc2ccc(NC(=O)CCC(=O)NCCC3=CCCCC3)cc12
(21) c1ccc2[nH]c(SCc3cscn3)nc2c1
(22) CC(C)CCNC(=O)NC(=O)COC(=O)/C=C/c1cccc([N+](=O)[O-])c1
(23) CN1C(=S)NC(C)(C)CC1(C)c1ccc(O)cc1O (centres undefined)
(24) O=C(CSc1nnc(-c2ccncc2)n1-c1ccccc1Cl)Nc1ccc(C(=O)O)cc1
compound no. | 17 | 18 | 19 | 20 | 21 | 22 | 23 | 24
POLB inh | -3% | 0% | . | . | -1% | 8% | -13% | -17%
Pol kappa inh | -5% | -12% | 3% | -5% | 11% | -3% | 0% | -25%
APE1 inh | 10% | 1% | -4% | . | 3% | 15% | 1% | 3%
LDHA inh | 1 | -11 | -1 | -3 | 1 | -6 | 2 | -1
12-LOX inh | ? | ? | 2% | ? | 0% | -1% | ? | -4%
POLH inh | -9% | -18% | -8% | -15% | -6% | -22% | -11% | 4%
RGS4 inhibitor | -7% | -12% | -13% | -2% | -10% | 5% | -17% | 12%
ERG Ets-DNA blk | -10% | -4% | 11% | 0% | -7% | -7% | 7% | 5%
Anesthetic bind | -9% | -8% | . | . | -1% | -14% | 0% | 0%

(25) CC1(C)C(=O)Nc2ccccc2N1C(=O)CN1C(=O)C(=O)N(C2CCCC2)C1=O
(26) CCSc1ncc(Cl)c(C(=O)Nc2ccc(S(N)(=O)=O)cc2)n1
(27) O=C(c1cc2cc3ccc(Cl)cc3nc2o1)N1CCN(Cc2ccc3c(c2)OCO3)CC1
(28) CN=C(Nc1ccccc1)SC1CC(=O)N(c2ccc(C(=O)OC)cc2)C1=O (centres undefined)
(29) CCC(C)(C(=O)NC1CCCCC1)N(Cc1ccco1)C(=O)CC1NC(=O)NC1=O (centres undefined)
(30) O=C(COc1ccccc1)Nc1ccccc1C(=O)NC1CC1
(31) O=C1/C(=C\c2cc(Br)cc(Br)c2O)SC(=S)N1Cc1ccccc1
(32) COc1ccc(NC(=O)CN(C)C(=O)CCNC(=O)Nc2ccccc2)cc1
compound no. | 25 | 26 | 27 | 28 | 29 | 30 | 31 | 32
POLB inh | 27% | 2% | . | 16% | 30% | . | 35µM* | .
Pol kappa inh | -11% | -5% | -11% | -1% | -5% | -2% | -26% | 3%
APE1 inh | -1% | -12% | . | ? | -1% | -4% | -27% | 59%
LDHA inh | 2 | -10 | -10 | 1 | -4 | -5 | -5 | -2
12-LOX inh | -4% | 0% | 2% | 0% | 0% | -1% | . | -25%
POLH inh | -10% | 6% | 2% | -18% | -2% | -24% | 79µM* | -10%
RGS4 inhibitor | 14% | -15%[56.9 µM] | 3% | -14% | -30% | -26% | ? | -9%
ERG Ets-DNA blk | 5% | 1% | -5% | 8% | 5% | 0% | 84%[activator] | 7%
Anesthetic bind | -10% | -7% | . | -19% | 2% | . | -13% | .

From compound 25 as far as 27, copied from above:
(25) CC1(C)C(=O)Nc2ccccc2N1C(=O)CN1C(=O)C(=O)N(C2CCCC2)C1=O
(26) CCSc1ncc(Cl)c(C(=O)Nc2ccc(S(N)(=O)=O)cc2)n1
(27) O=C(c1cc2cc3ccc(Cl)cc3nc2o1)N1CCN(Cc2ccc3c(c2)OCO3)CC1
compound no. | 25 | 26 | 27
POLB inh | 27% | 2% | .
Pol kappa inh | -11% | -5% | -11%
APE1 inh | -1% | -12% | .
LDHA inh | 2 | -10 | -10
12-LOX inh | -4% | 0% | 2%
POLH inh | -10% | 6% | 2%
RGS4 inhibitor | 14% | -15%[56.9 µM] | 3%
ERG Ets-DNA blk | 5% | 1% | -5%
Anesthetic bind | -10% | -7% | .

Going on with the list:
(33) OC(CNCc1ccccc1C(F)(F)F)C(F)(F)F (centres undefined)
(34) CCN(CC)S(=O)(=O)c1cccc(-c2nnc(SC(C)C(N)=O)n2CCc2ccccc2)c1 (centres undefined)
(35) COc1ccccc1N1CCN(C(=O)c2nn(C)c3c2CS(=O)(=O)c2ccccc2-3)CC1
(36) O=C(Nc1ccccc1)c1cc2c(=O)c3ccccc3oc2nc1C(F)(F)F
(37) Cc1ccc(C(=O)N(CC(=O)NC2CCCC2)c2ccccc2C)s1
(38) CC12CN3CC(c4ccccc4)(CN(C1)C3c1ccc(Cl)cc1)C2=O (centres undefined)
compound no. | 33 | 34 | 35 | 36 | 37 | 38
POLB inh | 26% | 4% | 1%&8% | 0% | 6% | 33%
Pol kappa inh | 8% | -9% | 0%&3% | 2% | -1% | 2%
APE1 inh | 10% | -2% | 52%[activator] | -1% | -6% | .
LDHA inh | 2 | -5 | -2&-2 | -8 | -5 | -3
12-LOX inh | ? | -5% | 30%&-18% | 0% | 1% | ?
POLH inh | -11% | -6% | -13%&-14% | -6% | 2% | -9%
RGS4 inhibitor | -43%[56.9 µM] | -30% | 0%&3% | 5% | -2% | 26%
ERG Ets-DNA blk | 0% | 1% | 10%&-5% | -7% | 11% | 3%
Anesthetic bind | 4% | -4% | 16%&0% | -13% | ? | 4%

Screening data: PubChem, National Center for Advancing Translational Sciences (NCATS)
